Assay outcomes as filed in PubChem.
IDE exosite FP = exo-site inhibitors of human insulin-degrading enzyme. purified IDE, FL-6b probe fluorescence polarization; active compounds read low. z-score at 20 µM. 17,000 compounds, 6.3% hits;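 active = z-score of -3 or lower, meaning strong loss of probe binding signal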;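 note: His-tagged human IDE residues 42-1019 made in E. coli with 30 nM FL-6b probe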
Target sequence (P14735 42-1019 limits assumed): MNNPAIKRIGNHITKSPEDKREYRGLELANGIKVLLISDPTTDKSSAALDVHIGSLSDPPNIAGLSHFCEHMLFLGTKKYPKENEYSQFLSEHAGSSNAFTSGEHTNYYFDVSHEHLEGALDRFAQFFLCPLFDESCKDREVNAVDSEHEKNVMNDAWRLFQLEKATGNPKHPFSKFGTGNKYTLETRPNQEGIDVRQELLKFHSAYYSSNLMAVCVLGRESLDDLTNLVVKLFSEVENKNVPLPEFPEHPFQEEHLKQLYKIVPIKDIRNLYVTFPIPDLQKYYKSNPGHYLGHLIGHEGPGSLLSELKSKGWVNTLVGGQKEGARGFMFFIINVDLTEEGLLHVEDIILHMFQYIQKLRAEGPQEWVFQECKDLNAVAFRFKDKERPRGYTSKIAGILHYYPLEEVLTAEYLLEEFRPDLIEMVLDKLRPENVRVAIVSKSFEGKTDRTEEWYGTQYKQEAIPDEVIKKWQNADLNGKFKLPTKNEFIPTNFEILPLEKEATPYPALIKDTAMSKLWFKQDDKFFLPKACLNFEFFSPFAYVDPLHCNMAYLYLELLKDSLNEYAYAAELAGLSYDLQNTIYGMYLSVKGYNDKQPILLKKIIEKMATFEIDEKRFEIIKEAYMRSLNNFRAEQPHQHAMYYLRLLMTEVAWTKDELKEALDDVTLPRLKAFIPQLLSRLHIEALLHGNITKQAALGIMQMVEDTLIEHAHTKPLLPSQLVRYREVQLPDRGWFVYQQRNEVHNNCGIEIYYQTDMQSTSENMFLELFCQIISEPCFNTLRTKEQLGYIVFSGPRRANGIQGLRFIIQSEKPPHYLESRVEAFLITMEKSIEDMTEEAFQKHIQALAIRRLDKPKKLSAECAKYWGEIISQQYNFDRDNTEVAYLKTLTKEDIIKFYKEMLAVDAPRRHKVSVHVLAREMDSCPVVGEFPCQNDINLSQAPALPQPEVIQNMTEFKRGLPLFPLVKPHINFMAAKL
Starred values were filed as active, the others as inactive. Only part of the results is shown. The share of hits here may be higher or lower than overall.

For CCC(=O)N1CC2(C1)[C@@H](c1ccc(-c3ccccc3C)cc1)[C@H](CO)N2C(=O)CC the results were IDE exosite FP -0.68.
`O=C(C[C@@H]1CC[C@@H]2[C@H](COC[C@@H](O)CN2C(=O)c2ccncc2)O1)NCc1cc(F)cc(F)c1` gave IDE exosite FP 1.3.
`COc1ccc(-c2ccc([C@@H]3[C@H]4CNCC(=O)N4[C@H]3CO)cc2)cc1` gave IDE exosite FP 0.96.
`CC(C)NC(=O)Nc1cccc2c1O[C@@H](CN(C)C(=O)Nc1ccccc1)[C@H](C)CN([C@H](C)CO)C2=O` gave IDE exosite FP 0.14.
CO[C@H]1CN(C)C(=O)c2ccc(NC(=O)c3ccno3)cc2OC[C@@H](C)N(S(C)(=O)=O)C[C@H]1C was read as IDE exosite FP 0.44.
`Cc1nn(C)cc1NC(=O)C[C@H]1CC[C@@H]2[C@@H](COc3ccc(NC(=O)c4cccc(F)c4)cc3C(=O)N2C)O1` gave IDE exosite FP -0.62.
Screening CO[C@@H]1CN(C)C(=O)c2cc(NS(=O)(=O)Cc3ccccc3)ccc2OC[C@@H](C)N(Cc2nccs2)C[C@H]1C returned IDE exosite FP 0.55.
Screening CCS(=O)(=O)N1CC2(C1)CN(S(=O)(=O)c1ccccc1)[C@H](CO)c1c2c2ccc(OC)cc2n1C returned IDE exosite FP 1.
`O=C(NC1CCCCC1)[C@H]1[C@H](CO)[C@H]2Cn3c(cccc3=O)[C@@H]1N2Cc1cccnc1` gave IDE exosite FP 1.6.
`CCCC#Cc1ccc([C@@H]2[C@@H](CO)N3CCCCN(S(=O)(=O)c4ccccc4F)C[C@@H]23)cc1` gave IDE exosite FP 3.
CNC[C@H]1Oc2c(NS(=O)(=O)c3ccc(Cl)cc3)cccc2C(=O)N([C@H](C)CO)C[C@H]1C was read as IDE exosite FP 1.4.
OC[C@H]1[C@@H](c2ccc(C#Cc3ccccc3F)cc2)[C@H]2CN(CC3CCOCC3)CCCCN21 was read as IDE exosite FP 0.86.
C[C@H](O)C#Cc1ccc([C@@H]2[C@@H](CO)N3CCCCN(CC4CCOCC4)C[C@H]23)cc1 was read as IDE exosite FP 3.5.
Screening CO[C@H]1CN(C)C(=O)c2ccc(NC(C)=O)cc2OC[C@@H](C)N(C(=O)c2cnccn2)C[C@H]1C returned IDE exosite FP 0.71.
`OC[C@H]1[C@H](c2ccc(C#CC3CCCC3)cc2)[C@H]2CN(CCC(F)(F)F)CCCCN21` gave IDE exosite FP 4.
Screening O=C1CNC[C@H]2[C@@H](c3ccc(C#CC4CCCC4)cc3)[C@@H](CO)N12 returned IDE exosite FP 4.6.
Screening Cc1ccccc1S(=O)(=O)N1[C@H](CO)[C@@H](c2ccc(-c3ccccc3)cc2)[C@@H]1C#N returned IDE exosite FP 3.2.
Screening O=C(Cc1ccncc1)NCC[C@H]1CC[C@@H](NS(=O)(=O)c2ccccc2Cl)[C@@H](CO)O1 returned IDE exosite FP 0.92.
`COc1ccc(CNC(=O)C[C@H]2C=C[C@H](NC(=O)c3cccc(F)c3)[C@@H](CO)O2)cc1` gave IDE exosite FP -0.58.
`CCC(=O)N1CC(=O)N2[C@H](C1)[C@@H](c1ccc(C#CCC(C)C)cc1)[C@@H]2CO` gave IDE exosite FP -0.15.
C/C=C/c1ccc([C@H]2[C@@H](C#N)N(c3nc(CC)cs3)[C@H]2CO)cc1 was read as IDE exosite FP 1.4.
Screening COc1cccc(-c2ccc([C@@H]3[C@H]4CN(S(=O)(=O)c5cn(C)cn5)CCCCN4[C@H]3CO)cc2)c1 returned IDE exosite FP -5.5*.
Screening Cc1ccccc1S(=O)(=O)N1CC(=O)N2[C@H](CO)[C@H](c3ccc(C#CCN(C)C)cc3)[C@H]2C1 returned IDE exosite FP 0.57.
COc1ccc(C#Cc2ccc([C@@H]3[C@@H](CO)N4CCCCN(C)C[C@H]34)cc2)cc1 was read as IDE exosite FP 0.27.
`O=C(Nc1cccc(F)c1)N1CCCCN2[C@@H](CO)[C@@H](c3ccc(-c4ccncc4)cc3)[C@@H]2C1` gave IDE exosite FP 5.5.
`O=C(C[C@@H]1CC[C@@H](NS(=O)(=O)c2ccccc2F)[C@H](CO)O1)NCCCN1CCOCC1` gave IDE exosite FP 0.58.
C[C@H](CO)N1C[C@H](C)[C@H](CN(C)C(=O)Nc2ccccc2)Oc2ccc(NS(=O)(=O)c3ccc(F)cc3)cc2C1=O was read as IDE exosite FP 0.079.
C[C@H](NC(=O)C[C@@H]1CC[C@@H]2[C@H](COC[C@H](O)CN2Cc2ccc(C(F)(F)F)cc2)O1)c1ccccc1 was read as IDE exosite FP 1.2.
For COc1ccc(S(=O)(=O)Nc2ccc3c(c2)C(=O)N([C@@H](C)CO)C[C@H](C)[C@@H](CN(C)C(=O)Nc2c(C)noc2C)OCCCC[C@H](C)O3)cc1 the results were IDE exosite FP 1.
CN(C)C(=O)C[C@H]1C[C@@H]2c3cc(NC(=O)c4cccnc4)ccc3O[C@@H]2[C@@H](CO)O1 was read as IDE exosite FP -0.27.
CO[C@H]1CC[C@H]2CCN(C)C(=O)[C@@H](C)N(C)C(=O)c3cccc(C#N)c3OC[C@H]1O2 was read as IDE exosite FP 1.4.
For N#C[C@@H]1[C@H](c2ccccc2-c2ccc(F)cc2)[C@H](CO)N1C(=O)NC1CCCCC1 the results were IDE exosite FP -0.19.
`CCC(=O)N[C@H]1CC[C@H](CC(=O)NCc2ccccc2F)O[C@H]1CO` gave IDE exosite FP 2.4.
Screening Cc1ccccc1-c1ccc([C@H]2[C@H]3CN(C(=O)NC4CCCC4)CCCCN3[C@H]2CO)cc1 returned IDE exosite FP -5.7*.
Screening COc1ccc2c3c([nH]c2c1)[C@H](CO)N(Cc1ccccc1)CC31CN(C(=O)Nc2cccc(F)c2)C1 returned IDE exosite FP -1.7.
For CC(C)NC(=O)N1CCCCN2[C@H](C1)[C@H](c1ccc(C#Cc3ccccc3)cc1)[C@@H]2CO the results were IDE exosite FP -13*.
O=C(C[C@H]1C=C[C@H](NC(=O)c2ccc3c(c2)OCO3)[C@H](CO)O1)NC1Cc2ccccc2C1 was read as IDE exosite FP 0.25.
Screening C[C@H](CO)N1C[C@H](C)[C@H](CN(C)C(=O)Nc2cccc(Cl)c2Cl)OCc2ccccc2-c2ccccc2C1=O returned IDE exosite FP -1.2.
N#C[C@H]1[C@@H](c2ccccc2C2=CCCCC2)[C@@H](CO)N1S(=O)(=O)c1cccc(F)c1 was read as IDE exosite FP 4.4.
`N#C[C@H]1[C@H](c2ccccc2C2=CCCCC2)[C@H](CO)N1C(=O)C1CCOCC1` gave IDE exosite FP 0.71.
Screening CO[C@H]1CN(C)C(=O)c2cc(NC(=O)Nc3cc(F)ccc3F)ccc2OC[C@@H](C)NC[C@H]1C returned IDE exosite FP -0.065.
Screening O=C(NC1CCCC1)N1CC(=O)N2[C@H](CO)[C@@H](c3ccc(/C=C/c4ccccc4)cc3)[C@H]2C1 returned IDE exosite FP -9.5*.
`COc1ccc2c3c([nH]c2c1)[C@@H](CO)N(C(=O)CN1CCOCC1)CC31CN(Cc2ccccc2)C1` gave IDE exosite FP 0.68.
`O=C(C[C@@H]1CC[C@H](NC(=O)c2cccnc2)[C@H](CO)O1)NCc1ccc(Cl)c(Cl)c1` gave IDE exosite FP 0.46.
`N#C[C@@H]1[C@@H](c2ccc(C#Cc3cccc(F)c3)cc2)[C@H](CO)N1C(=O)C1CCCC1` gave IDE exosite FP 5.4.
For O=C(NC[C@@H]1[C@@H](c2ccccc2)[C@@H](CO)N1C(=O)C1CC1)NC1CCCC1 the results were IDE exosite FP 3.6.
Screening COCC(=O)N1CCCCN2[C@H](CO)[C@H](c3ccc(-c4cccc(C)c4)cc3)[C@H]2C1 returned IDE exosite FP -4.7*.
C[C@@H]1CCCCO[C@@H](CN(C)C(=O)CCC(F)(F)F)[C@H](C)CN([C@@H](C)CO)C(=O)c2cc(NC(=O)C3CCCCC3)ccc2O1 was read as IDE exosite FP 0.44.
Cc1ccccc1-c1ccc([C@@H]2[C@H](CO)N3CCCCN(C(=O)Nc4ccccc4)C[C@@H]23)cc1 was read as IDE exosite FP -5*.
CN(C)CCCNC(=O)[C@H]1[C@H](CO)[C@H]2Cn3c(ccc(-c4cccnc4)c3=O)[C@@H]1N2C(=O)CC1CC1 was read as IDE exosite FP 0.34.
For COc1ccc2c3c(n(C)c2c1)[C@@H](CO)N(Cc1ccncc1)CC31CN(C(=O)Nc2cccc(F)c2)C1 the results were IDE exosite FP 0.81.
For CC(C)c1cn(CC[C@H]2CC[C@H](NS(=O)(=O)c3ccc(F)cc3)[C@H](CO)O2)nn1 the results were IDE exosite FP 2.6.
Screening CN(C)C(=O)c1ccc(-c2ccc([C@@H]3[C@H](CO)N4CCCCN(CC5CC5)C[C@@H]34)cc2)cc1 returned IDE exosite FP 0.13.
Screening CCS(=O)(=O)Nc1ccc2c(c1)C(=O)N(C)C[C@@H](OC)[C@@H](C)CN(C(=O)c1ccc3c(c1)OCO3)[C@H](C)CO2 returned IDE exosite FP 0.22.
For C[C@@H]1CCCCO[C@H](CN(C)S(=O)(=O)c2cn(C)cn2)[C@@H](C)CN([C@@H](C)CO)C(=O)c2cc(N(C)C)ccc2O1 the results were IDE exosite FP 0.98.
Screening Cc1noc(C)c1NC(=O)N(C)C[C@H]1OCc2cnnn2CCCC(=O)N([C@H](C)CO)C[C@@H]1C returned IDE exosite FP 0.84.
`COc1ccccc1-c1cn(CC[C@@H]2CC[C@H](NC(=O)C3CCCCC3)[C@H](CO)O2)nn1` gave IDE exosite FP -0.75.
`C[C@@H]1CN([C@@H](C)CO)C(=O)c2ccccc2-c2ccccc2CO[C@@H]1CN(C)Cc1ccccc1C(F)(F)F` gave IDE exosite FP 0.08.
For O=C(Nc1ccccc1F)N1CCCCN2[C@H](CO)[C@H](c3ccc(-c4cccnc4)cc3)[C@H]2C1 the results were IDE exosite FP -0.4.
Screening C/C=C/c1ccc([C@H]2[C@@H](CO)N3C(=O)CN(Cc4ccc(F)cc4)C[C@H]23)cc1 returned IDE exosite FP 1.5.

9 consecutive entries from above:
For CC(C)c1cn(CC[C@H]2CC[C@H](NS(=O)(=O)c3ccc(F)cc3)[C@H](CO)O2)nn1 the results were IDE exosite FP 2.6.
Screening CN(C)C(=O)c1ccc(-c2ccc([C@@H]3[C@H](CO)N4CCCCN(CC5CC5)C[C@@H]34)cc2)cc1 returned IDE exosite FP 0.13.
Screening CCS(=O)(=O)Nc1ccc2c(c1)C(=O)N(C)C[C@@H](OC)[C@@H](C)CN(C(=O)c1ccc3c(c1)OCO3)[C@H](C)CO2 returned IDE exosite FP 0.22.
For C[C@@H]1CCCCO[C@H](CN(C)S(=O)(=O)c2cn(C)cn2)[C@@H](C)CN([C@@H](C)CO)C(=O)c2cc(N(C)C)ccc2O1 the results were IDE exosite FP 0.98.
Screening Cc1noc(C)c1NC(=O)N(C)C[C@H]1OCc2cnnn2CCCC(=O)N([C@H](C)CO)C[C@@H]1C returned IDE exosite FP 0.84.
`COc1ccccc1-c1cn(CC[C@@H]2CC[C@H](NC(=O)C3CCCCC3)[C@H](CO)O2)nn1` gave IDE exosite FP -0.75.
`C[C@@H]1CN([C@@H](C)CO)C(=O)c2ccccc2-c2ccccc2CO[C@@H]1CN(C)Cc1ccccc1C(F)(F)F` gave IDE exosite FP 0.08.
For O=C(Nc1ccccc1F)N1CCCCN2[C@H](CO)[C@H](c3ccc(-c4cccnc4)cc3)[C@H]2C1 the results were IDE exosite FP -0.4.
Screening C/C=C/c1ccc([C@H]2[C@@H](CO)N3C(=O)CN(Cc4ccc(F)cc4)C[C@H]23)cc1 returned IDE exosite FP 1.5.

The results go on:
For CC(C)C#Cc1ccc([C@H]2[C@@H](CO)N3C(=O)CN(C(=O)NC4CCCC4)C[C@@H]23)cc1 the results were IDE exosite FP 0.77.
O=C(C[C@@H]1CC[C@H]2[C@@H](COC[C@@H](O)CN2Cc2nccs2)O1)N1CCC(Cc2ccccc2)CC1 was read as IDE exosite FP -1.2.
`N#C[C@@H]1[C@H](c2ccccc2)[C@H](CO)N1C(=O)C1CCCC1` gave IDE exosite FP 0.045.
Screening CO[C@@H](CN(C)Cc1cc(F)ccc1F)[C@@H](C)CN([C@@H](C)CO)S(=O)(=O)c1ccc(C)cc1 returned IDE exosite FP 0.15.
Screening O=C(C1CCCCC1)N1CC(=O)N2[C@H](CO)[C@@H](c3ccc(-c4ccccc4F)cc3)[C@H]2C1 returned IDE exosite FP -0.66.
Screening Cc1ccccc1-c1ccc([C@H]2[C@H]3CN(C(=O)NC4CCCC4)CC(=O)N3[C@H]2CO)cc1 returned IDE exosite FP -12*.
`CC(C)(C)[S@@](=O)N1Cc2cc(C(=O)N3CCc4ccccc4C3)nc(-c3cccc(-c4cncnc4)c3)c2[C@H]1CCO` gave IDE exosite FP -1.
C[C@@H]1CN([C@@H](C)CO)C(=O)c2c(c3ccccc3n2C)-c2ccccc2CO[C@@H]1CN(C)C(=O)Nc1ccc2c(c1)OCO2 was read as IDE exosite FP 0.76.
`COCC#Cc1ccc([C@@H]2[C@H](CO)N3C(=O)CN(C(=O)C4CC4)C[C@@H]23)cc1` gave IDE exosite FP 2.8.
CC(C)NC(=O)N1[C@H](C#N)[C@H](c2ccc(C#CC3CCCCC3)cc2)[C@@H]1CO was read as IDE exosite FP 2.7.
`N#C[C@@H]1[C@H](c2ccccc2C2=CCCC2)[C@H](CO)N1C(=O)C1CCC1` gave IDE exosite FP -0.85.
Cc1ccc(S(=O)(=O)N[C@@H]2CC[C@@H](CC(=O)NCc3ccncn3)O[C@H]2CO)cc1 was read as IDE exosite FP -0.25.
For CC(C)COC(=O)N(C)C[C@@H]1OCc2ccccc2-c2ccccc2C(=O)N([C@H](C)CO)C[C@H]1C the results were IDE exosite FP 0.46.
For CN(C)CC#Cc1ccc([C@H]2[C@H](CO)N3C(=O)CN(C(=O)c4cccc(F)c4)C[C@@H]23)cc1 the results were IDE exosite FP 1.6.
`CN1CCCCN2[C@H](C1)[C@@H](c1ccc(-c3ccccc3)cc1)[C@@H]2CO` gave IDE exosite FP 2.1.
Screening C[C@H]1CN([C@@H](C)CO)C(=O)CCCn2nncc2CO[C@@H]1CN(C)Cc1ccc(C(=O)Nc2ccccc2N)cc1 returned IDE exosite FP -0.27.
For CCCNC(=O)N1CC2(C1)[C@H](c1ccccc1)[C@@H](CO)N2C(=O)CC1CC1 the results were IDE exosite FP 0.49.
For O=C(c1ccncc1)N1CC2(C1)[C@@H](c1ccccc1)[C@@H](CO)N2CC1CC1 the results were IDE exosite FP -0.48.
